Screens as filed in PubChem.
RMI-FANCM inh: inhibitors of human RMI core complex binding to FANCM MM2; Fluorescence polarization, RMI core complex with F-MM2 peptide; active compounds read low; FP signal (polarization) at 33 µM; 70,000 compounds, 0.58% hits; AID 1159607; in the data active means FP signal below about 40; further: inactives centre near 61; strong numbers were not always called active; unit not given here
Numbers without * were called inactive; & = joins results of further samples. An excerpt; count on the stated rates, not on these rows.

SMILES	RMI-FANCM inh
CN1CCN(c2nc3ccc(NC(=O)Cc4cccs4)cc3s2)CC1	63
CN1CCN(C(CNC(=O)C(=O)Nc2ccc3c(c2)OCCO3)c2ccc3c(c2)CCN3C)CC1 (stereo unspecified)	57
Cc1cc(C(=O)N2CCC(C(=O)O)CC2)c(C(F)(F)F)o1	55
Cc1nn2c(Nc3ccc(F)cc3)c3c(nc2c1-c1ccccc1)CCC3	63
CSc1cccc(NC(=O)C(=O)Nc2ccc3c(c2)OCO3)c1	102
COc1cc2c(c(OC)c1OC)-c1ccc(OC)c(=O)cc1[C@@H](NC(C)=O)CC2	57&65&63
COc1cc(C(C)=O)ccc1OCC(O)CN1CCN(c2cc(C)cc(C)c2)CC1 (stereo unspecified)	58
Cc1ccc(S(=O)(=O)Nc2cc3c(c4ccccc24)OC2(N4CCOCC4)CCCCC32)cc1 (stereo unspecified)	47
O=C(Cc1cc(=O)[nH]c(SCc2ccccc2)n1)Nc1ccc(OC(F)(F)F)cc1	67
O=C(NCCS(=O)(=O)N1CCc2ccccc2C1)c1ccc([N+](=O)[O-])o1	55
CCOC(=O)c1sc2ncn(/N=C\c3ccccn3)c(=O)c2c1C	58
Cc1ccc(C2CC(c3cc(Br)ccc3O)=NN2)cc1 (stereo unspecified)	66
CCc1nnc(NC(=O)c2c(F)cccc2Cl)s1	66
CN(C)CCN(C(=O)c1cccc(F)c1)c1nc2c(F)cc(F)cc2s1	76
O=S(=O)(NCc1ccc(-c2cccs2)cc1)c1ccc2c(c1)OCCCO2	78
Cn1c(=O)c2c(SCC(=O)N3CCCC3)nc(-c3ccc(Br)cc3)nc2n(C)c1=O	69
O=[N+]([O-])c1cccc(Cl)c1Oc1ccc(S(=O)(=O)Oc2ccc(Cl)cc2)cc1	54
O=C1C=C(c2ccccc2)C(=O)C=C1Cl	60
CC1(C)SC2C(NC(=O)Cc3ccccc3)C(=O)N2C1C(=O)O (stereo unspecified)	64
O=C(NCCOc1ccc2nnc(-c3ccccc3Cl)n2n1)Nc1ccc(F)cc1F	71
O=C(NC(C(=O)O)C12CC3CC(CC(C3)C1)C2)c1cc([N+](=O)[O-])ccc1Cl (stereo unspecified)	64
Cc1ccc(NC(=O)CSc2ncc(S(=O)(=O)c3cccs3)c(N)n2)cc1C	75
O=C1CN(C(=O)c2ccco2)c2ccccc2N1	54
COc1ccc(C(=O)CSc2nnc(-c3ccc(=O)n(C)c3)n2C)cc1	68
COc1ccc(NC(=O)C(=O)NCCc2sc(-c3ccccc3)nc2C)cc1OC	57
Going on with the list.
SMILES	RMI-FANCM inh
Cc1ccc(C(=O)CC#N)cc1	53
O=C1CCCN1CN(C(=O)c1ccccc1F)c1nc2ccccc2s1	62
Cc1ccc(NC(=O)Nc2ccc(C)c(NS(C)(=O)=O)c2)cc1Cl	51
Nc1nc(NCc2ccccn2)n[nH]1	49
O=C(NCCSCc1ccc2nonc2c1)c1ccc(Cl)cc1Cl	53
C/C(=N/N=C1/NC(=O)CS1)c1ccc(Cl)s1	53
CCn1c(=NC(=O)CS(=O)(=O)Cc2ccccc2)sc2cc(C)ccc21	98
COc1cc(/C=C/C(=O)Nc2nnc(-c3ccc(Cl)cc3)s2)cc(OC)c1OC	59
O=c1cc(-c2cc(O)c(O)c(O)c2)oc2cc(O)cc(O)c12	71
Cc1noc(C)c1CSc1ccc2ccccc2n1	72
Cc1c(CNC(=O)Nc2cccc(Cl)c2)sc2ccccc12	53
Cc1cc(SCC(=O)Nc2nc(-c3ccccc3)ns2)nc2ccccc12	59
O=C1c2ccccc2-c2nnc(-c3ccc(Cl)cc3Cl)cc21	55
Cc1cc(S(N)(=O)=O)c(Cl)cc1Cl	60
CC1(C)CC(=O)C=C(NC(=O)Nc2ccccc2)C1	55
Cc1nc(C)c(-c2ccc(SCC(N)=O)nn2)s1	57
O=[N+]([O-])c1c(NCc2ccco2)ncnc1NCc1ccco1	60
NC(=O)C1CCN(CC(O)c2cccc([N+](=O)[O-])c2)CC1 (stereo unspecified)	50&52
CCCCN(CCCC)CCC(O)c1cc2c(Cl)cc(Cl)cc2c2cc(C(F)(F)F)ccc12 (stereo unspecified)	49
COc1ccc2nc(-c3ccc(NC(=O)c4ccccc4C(F)(F)F)cc3)cn2n1	89
COc1ccc(C(=O)n2nnc3ccccc32)cc1Br	59
O=C(O)c1ccccc1-n1cccc1	57
c1ccc2sc(C3CCCN3)nc2c1 (stereo unspecified)	69
COc1ccc(-c2ccc(S(=O)(=O)Nc3cccc(OC)c3)cc2)cc1	53
COc1ccc2nc(NC(=O)c3cc(C)n(C)n3)sc2c1	54
More records
SMILES	RMI-FANCM inh
CN(C)S(=O)(=O)c1ccc2c3c(cccc13)C(=O)N2C(=O)C1CCCCC1	51
CCCCN(CC)S(=O)(=O)c1ccc2oc(-c3nc(-c4ccc(SC)cc4)no3)c(C)c2c1	66
CC(=O)N/C(=C\c1ccc(C)cc1)C(=O)O	60
O=S(=O)(Nc1cccc(C(F)(F)F)c1)c1c(F)cccc1F	57
Nc1nc(SCC(=O)NCC2CCCO2)n[nH]1 (stereo unspecified)	74
Cc1cc(N/C=C2\C(=O)c3ccccc3N(C)S2(=O)=O)nc(C)n1	51
COc1ccc(-n2nc3c(c2NC(=O)Cc2cccc4ccccc24)CS(=O)C3)cc1 (stereo unspecified)	59
CCOc1ccc2nc(NC(=O)Cc3ccc(S(C)(=O)=O)cc3)sc2c1	67
CC(=O)NC1C(OCCCN2C(=O)c3ccccc3C2=O)OC(COC(C)=O)C(OC(C)=O)C1OC(C)=O (stereo unspecified)	60
CS/C(NCc1cccs1)=C(\C#N)S(=O)(=O)c1ccc(Cl)cc1	53
Cc1ccc(-c2csc3nnc(SCC(=O)Nc4nsc(-c5ccccc5)n4)n23)cc1C	95
OCCC1CN(C(=S)Nc2ccccc2)CCN1Cc1ccc(F)cc1 (stereo unspecified)	62
N=C(c1ccc(Cl)cc1)c1cc2ccccc2cn1	52
Cc1ccc(C)c(S(=O)(=O)NC(C)C(=O)Nc2ccc(Cl)c(Cl)c2)c1 (stereo unspecified)	74
CCc1cc2c(C)cc(=O)oc2cc1OCC(=O)Nc1cccc(C)c1	59
Cc1cc(C)c2sc(NC(=O)c3ccnn3C)nc2c1	67
CNC(=S)NNC(=O)Cn1nc(C)c(Br)c1C	48
COC(=O)Cn1c(=NC(=O)c2ccc(C#N)cc2)sc2c(C)cc(C)cc21	56
CCc1nnc(C2CCN(C(=O)c3cccs3)CC2)s1	64
COc1ccc(C(=O)Nc2c(N)nc(SC)[nH]c2=O)cc1	69
O=S(=O)(Cc1nc(-c2ccc3c(c2)OCO3)no1)c1ccc(Br)cc1	90
Cc1ccc(-n2ncc3c(C)nnc(SCC(=O)Nc4ccc(C(N)=O)cc4)c32)cc1C	65
CCN(CC)CCN(C(=O)c1ccc2ncsc2c1)c1nc2ccc(Cl)cc2s1	72
C=CCNc1nn(CC(=O)NCc2ccccc2Cl)c(N)c1-c1nc(-c2ccc(Cl)cc2)no1	93
Cc1ccc(-c2ccc(=O)n(CCCC(=O)Nc3ccc(C)c(F)c3)n2)cc1	71

An excerpt of these results, with bars between the fields:
canonical_smiles | RMI-FANCM inh
Cc1cc(C)c2sc(NC(=O)c3ccnn3C)nc2c1 | 67
CNC(=S)NNC(=O)Cn1nc(C)c(Br)c1C | 48
COC(=O)Cn1c(=NC(=O)c2ccc(C#N)cc2)sc2c(C)cc(C)cc21 | 56

An excerpt of these results, field by field.
COc1cc(/C=C/C(=O)Nc2nnc(-c3ccc(Cl)cc3)s2)cc(OC)c1OC
  RMI-FANCM inh: 59

O=c1cc(-c2cc(O)c(O)c(O)c2)oc2cc(O)cc(O)c12
  RMI-FANCM inh: 71

Cc1noc(C)c1CSc1ccc2ccccc2n1
  RMI-FANCM inh: 72

Cc1c(CNC(=O)Nc2cccc(Cl)c2)sc2ccccc12
  RMI-FANCM inh: 53

The main list resumes; the four compounds before the break are reprinted first.
SMILES	RMI-FANCM inh
Cc1ccc(-n2ncc3c(C)nnc(SCC(=O)Nc4ccc(C(N)=O)cc4)c32)cc1C	65
CCN(CC)CCN(C(=O)c1ccc2ncsc2c1)c1nc2ccc(Cl)cc2s1	72
C=CCNc1nn(CC(=O)NCc2ccccc2Cl)c(N)c1-c1nc(-c2ccc(Cl)cc2)no1	93
Cc1ccc(-c2ccc(=O)n(CCCC(=O)Nc3ccc(C)c(F)c3)n2)cc1	71
O=C(CSc1nc(=O)n(Cc2ccncc2)c2c1CCCC2)N1CCN(c2ccccc2)CC1	56
Cc1ccc2nc(C(F)(F)F)cc(N3CCC(n4cccc4)CC3)c2c1	54
N#C/C(=C\c1ccccc1)c1nc2ccccc2[nH]1	63
CC(=O)O[C@H]1C[C@@H](OC(C)=O)C(C)(C)C2CC(=O)[C@]3(C)C(CC[C@@]4(C)[C@H](c5ccoc5)OC(=O)[C@H]5O[C@]543)[C@]21C (stereo partly specified)	61
COc1cccc(C2CC(c3cccs3)=NN2S(C)(=O)=O)c1OC (stereo unspecified)	62
O=C(Nc1cc(Cl)cc(Cl)c1)c1ccc2c(c1)CCCC2	58
O=C(COc1ccc(Cl)cc1)NCC(c1ccsc1)N1CCc2ccccc2C1 (stereo unspecified)	64
CC(C)Sc1cc(C#N)c2cc(Br)ccc2n1	53
CC(C)c1ccc(CC(=O)Nc2nnc(Cc3cccs3)o2)cc1	70
FC(F)(F)COc1ccc(OCC(F)(F)F)c(-c2ccn[nH]2)c1	59
O=C(NCCc1ccccc1)Nc1ccc(Cl)c(Cl)c1	59
Cn1cc(Cl)c(-c2nc(-c3ccc(Cl)cc3)cs2)n1	62
CCN1C(=O)C(C)(C)COc2ccc(NC(=O)CN3C(=O)c4ccccc4C3=O)cc21	68
COc1cccc(CCNC(=O)Cc2csc(Nc3ccc(S(C)(=O)=O)cc3)n2)c1	63
CCN1C(=O)/C(=C/c2ccc(F)cc2)NC1=S	66
CCOC(=O)C(=O)NCCOc1ccc2nnc(-c3ccc(OC)cc3)n2n1	70
CCOC(=O)CNC(=O)c1c(F)cccc1F	61
Cc1cccn2c(=O)nc(SCC(=O)Nc3ccccc3C(F)(F)F)nc12	53
COc1c2c(cc3occ(-c4ccc5c(c4)OCO5)c(=O)c13)OC(C)(C)CC2	56
CSC1=NCCCN1C(=O)c1nn(-c2ccccc2)nc1C	62
CN(C)c1ccc(/C=C(\C#N)S(=O)(=O)C(C)(C)C)c(F)c1C#N	75
O=C(Nc1ccc(F)c(Cl)c1)c1ccc(=O)n(Cc2cccc(F)c2)n1	61
COc1ccc(/C=C2\SC(=Nc3cc(C(=O)O)ccc3C)NC2=O)cc1OC	75
CCOc1ccc(N2S(=O)(=O)c3ccccc3S2(=O)=O)cc1	65
O=C(NCCc1ccccc1)c1cn(-c2cccc(Cl)c2)nn1	84

Arranged by the number under RMI-FANCM inh (rising): some entries from above
SMILES	RMI-FANCM inh
Cn1cc(Cl)c(-c2nc(-c3ccc(Cl)cc3)cs2)n1	62
COc1cccc(CCNC(=O)Cc2csc(Nc3ccc(S(C)(=O)=O)cc3)n2)c1	63
CCOC(=O)C(=O)NCCOc1ccc2nnc(-c3ccc(OC)cc3)n2n1	70

Other entries.
SMILES	RMI-FANCM inh
Cc1nnc(NC(=O)/C=C/c2ccncc2)s1	62
O=C(CCc1csc(NC(=O)c2ccc(=O)[nH]c2)n1)NCCc1ccccc1	62
CS(=O)(=O)c1ccc(-c2cccc(NC(=O)c3ccc4ccccc4n3)c2)nn1	66
Cc1ccc2nc3sc(Nc4ccc(F)c(F)c4)nn3c(=O)c2c1	91
Cn1c(=NC(=O)c2ccc(Oc3ccccc3)cc2)sc2ccc(Br)cc21	59
CSc1nn(CC(=O)Nc2cc(F)ccc2C)c(N)c1-c1nc(-c2ccc3c(c2)OCO3)no1	154
O=C(c1cccc(Cl)c1)N1CCCC(c2nnc(-c3cccs3)o2)C1 (stereo unspecified)	62
Cc1ccc(NC(=O)/C(C#N)=C/c2ccc(-c3cccc([N+](=O)[O-])c3)o2)c(C)c1	91
CCOC(=O)C1CCCN(S(=O)(=O)c2cccc3nsnc23)C1 (stereo unspecified)	55
Cc1ccc(Nc2nc(C(=O)Nc3nc(CC(N)=O)cs3)cs2)c(C)c1	61
Cc1cc(-n2c(=S)[nH]c3sc(C)c(C)c3c2=O)n(-c2ccccc2)n1	58
N#C/C(=C\c1ccc(-c2cccc([N+](=O)[O-])c2)o1)C(=O)N1CCOCC1	54
Cc1cc(C)n(CC(=O)Nc2ccc(C(C)C)cc2)c(=O)c1-c1nc(-c2ccc(F)cc2)no1	94
Cc1noc(C)c1CC(=O)O	64
CCOC(=O)c1sc(N=NC(C(=O)Nc2ccc([N+](=O)[O-])cc2)=C(C)O)c(C(=O)OCC)c1C	62
N#C/C(NCc1cccs1)=C(\C#N)NCc1c(F)cccc1Cl	52
Cc1csc2sc(COC(=O)Nc3ccccc3)c(C)c12	62
Cc1ccc2nc(Cl)c(CC3CC(c4ccc(Br)cc4)=NN3C(=O)CCCC(=O)O)cc2c1 (stereo unspecified)	63
COc1ccc2c(c1)CCc1c-2nc2ccccc2c1N1CCOCC1	51
CN(C)c1ccc(CCCNC(=O)COc2ccccc2F)cc1	73
CCC(C(=O)NCCN1CCn2cc(OC)c(=O)cc2C1=O)c1ccccc1 (stereo unspecified)	64
O=C(Oc1ccc2nc(N3CCCC3)sc2c1)c1ccc(S(=O)(=O)N2CCc3ccccc3C2)cc1	56
Cc1ccccc1NC(=S)NNC(=O)c1cccc(Br)c1	58
CN(C)C(CNC(=O)Nc1ccccc1)c1ccsc1 (stereo unspecified)	64
Cc1cc(NC(=O)CSc2nc3ccccc3[nH]2)n(-c2ccccc2)n1	49
O=C(NCCNC(=O)c1cccc(F)c1)c1ccc(NC(=O)C2CC2)cc1	72
Cc1cccc(S(=O)(=O)Nc2nc3ccccc3nc2NCc2ccc3c(c2)OCO3)c1	64
CSC(=NS(=O)(=O)c1cc(Cl)sc1Cl)SC	56
Cc1cc(NC(=O)c2ccco2)on1	69
CCCSc1nnc(NC(=O)c2ccc(-n3cnnn3)cc2)s1	64
